Cneo AK release: Cryptococcus neoformans cell lysis inducers, primary screen, AK release luminescence, single concentration | C. neoformans lysis, adenylate kinase release luminescence, 4 h; normalised: neutral wells 0, clomiphene wells 100 | lysis activity, % at 15 µM | hit rate 0.2% among 360,000 | AID 651654, 2012;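 active = mean lysis activity across replicates of at least 80%, whatever share of replicates individually reach that level; inactive = mean lysis activity below 80%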
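Material: C. neoformans cells; Schedule: 4 h static compound exposure, 37 °C, read 1 h post-reagent; Measured by: adenylate kinase release luminescence; Read-out: signal increase indicating cell lysis; Controls: Clomiphene as positive lysis control.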
C2C12 statin: suppressors of statin myotoxicity in C2C12 myotubes, primary screen, cell-based, single point, plate reader | rescue of ATP level, % at 7.49 µM | hit rate 0.78% among 330,000 | C2C12 myotubes + simvastatin, ATP luminescence, 48 h; scaled: DMSO 0, geranylgeraniol control 100 | AID 602340, 2012;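 active = mean ATP rescue above about 67%, or every replicate alone reaching that limit, limit read from the data, passing the limit was not always enough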;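 note: myotubes were challenged with 10 µM simvastatin during compound exposure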
PglD DTNB: C. jejuni PglD acetyltransferase inhibitors, primary screen, biochemical, DTNB colorimetric, single point; UDP-N-acetylbacillosamine N-acetyltransferase PglD (Campylobacter jejuni); purified PglD enzyme, DTNB colorimetric CoA detection; inhibition, % at 12.5 µM; hit rate 0.098% among 360,000; AID 602405, 2012; in the data active = inhibition above about 16%, passing the limit was not always enough; note: strong numbers were not always called active
LGR2 antag: inhibitors of bursicon-induced LGR2 CRE-luciferase signal, primary screen, cell-based, HEK293, CRE-luciferase reporter, bursicon stimulation; Drosophila bursicon receptor LGR2 (rickets); bursicon-stimulated, 4 h; inhibition, % at 9.99 µM; hit rate 0.35% among 380,000;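 active = drop in luminescence signal, shown as inhibition above about 50% in the replicate tests, limit read from the data, passing the limit was not always enough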;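 note: agonist challenge used bursicon conditioned medium at about half maximal strength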
PAX8 inh HTS: inhibitors of PAX8-driven TPO luciferase reporter, primary screen, RMG-I cells, single concentration. inhibition, % at 12.6 µM. hit rate 1.2% among 360,000. AID 652154, 2013. SteadyGlo, 24 h;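 active = mean replicate inhibition at least 60% with every replicate also reaching 60%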;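 note: luciferase light reporting Pax8 driven TPO promoter activity; plate controls were median of neutral control wells for no effect and mitoxantrone controls for full effect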
PGC1a acetyl inh: inhibitors of PGC1a acetylation signal, primary screen, cell-based, U2OS, AlphaScreen, inhibitor mode; AID 651687, 2012; AlphaScreen anti-acetyl-lysine; with virally co-expressed GCN5 acetyltransferase; inhibition, % at 15.6 µM; hit rate 0.17% among 350,000;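 active = every replicate shows inhibition of at least 40%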;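 note: 0% = neutral control wells and 100% = positive control wells; some results beyond the cut were filed as inactive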
ARNT TACC3 PPI: disruptors of ARNT/TACC3 protein interaction, primary screen, biochemical, AlphaScreen, single concentration; Transforming acidic coiled-coil-containing protein 3 (Homo sapiens), Q9Y6A5; hit rate 0.66% among 390,000; AlphaScreen His-ARNT PAS-B/GST-TACC3 binding, luminescence; TACC3 fragment carries E629A point mutation; inhibition, % at 9.99 µM;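 active = mean inhibition of replicates at least 50% and at least half of replicates each reaching 50%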;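 note: 0% = complete ARNT plus TACC3 wells and 100% = ARNT alone without TACC3; many hits fall short of the cut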
INS-1E GSIS act: GLuc luminescence reporter in INS-1E cells, primary screen for activators of glucose-dependent secretion of insulin. INS-1E GLuc reporter insulin secretion, 2-3 h. activation, % at 16.6 µM. hit rate 0.61% among 370,000;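 active = lowest replicate activation of at least 40%, so every replicate reaches that level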;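 note: 0% = median of neutral control wells and 100% = median of IBMX positive control wells; some compounds called inactive have numbers as strong as hits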
Numbers without * were called inactive; · = no result given.

SMILES	Cneo AK release	C2C12 statin	PglD DTNB	LGR2 antag	PAX8 inh HTS	PGC1a acetyl inh	ARNT TACC3 PPI	INS-1E GSIS act
COc1ccc(/C(O)=C2/C(=O)C(=O)N(Cc3cccnc3)C2c2ccco2)cc1OC (stereo not given)	1	·	4	·	-11	-11	-1	·
CN1c2ccc(-c3ccc(F)cc3)cc2[C@@H]2[C@@H](CCN2C(=O)C2CCOCC2)[C@@H]1CO	81*	10	-1	13	-7	2	9	-4
COc1ccccc1CC(=O)Nc1ccc(-c2noc(COc3ccc(Br)cc3)n2)cc1	2	·	2	·	·	8	-6	·
C=CCNc1cc(C(F)(F)F)nc(-c2ccccn2)n1	5	-21	3	·	-11	8	-8	·
CC1(C)CC2CC(C)(CN2S(=O)(=O)c2ccc(C(=O)Nc3ccc(Cl)c(S(=O)(=O)N4CCOCC4)c3)cc2)C1 (stereo not given)	-1	14	-5	·	·	-14	-1	·
CCOc1ccccc1NC(=O)c1ccc(-n2cncn2)nc1	·	·	·	-3	6	·	36	29
CCOC(=O)CSc1nc(Cc2ccccc2)nc2ccccc12	·	·	·	8	-6	·	-4	19
Cc1ccc(C(=C2C3C=CC2C2C(=O)NC(=O)C32)c2ccc(C)cc2)cc1 (stereo not given)	2	11	-3	·	·	15	-4	·
C[C@H]1CN([C@@H](C)CO)C(=O)c2cc(-c3ccccc3F)cnc2O[C@H]1CN(C)C(=O)NC1CCCCC1	-1	·	0	-13	·	0	-5	-19
COc1ccccc1OCc1ccc(C(=O)Nc2ccccc2)cc1	0	-14	2	-53	-143	-17	-1	14
Cc1nc(N2CCN(S(=O)(=O)c3ccccc3C#N)CC2)c2c(-c3cccs3)csc2n1	·	-8	·	19	72*	·	0	19
COC(=O)/C=C/c1c(C)[nH]c(=O)[nH]c1=O	·	2	·	18	1	0	-3	18
O=C1c2ccccc2C(=O)N1CCc1nc2ccccc2c(=O)n1CCCn1ccnc1	1	95*	2	·	·	35	-7	·
CC(=NNC(=O)c1cc(C)nc2ccccc12)c1ccc(N2CCOCC2)cc1	1	-2	3	-22	·	1	8	0
COc1ccc(C(C(=O)NC(C)(C)C)N(C(=O)CCC(=O)Nc2ccccn2)C2CCCCC2)cc1 (stereo not given)	-1	9	-1	11	1	·	·	-4
Cc1cnc(C(=O)N2CCN(S(=O)(=O)c3ccc4ccccc4c3)CC2)cn1	0	6	-1	·	·	-7	-2	·
O=C(COC(=O)CCC1CCCC1)Nc1ccc(F)cc1	1	-1	-11	1	-7	6	-3	-3
Cc1noc(C)c1NC(=O)Nc1ccc2c(c1)C(=O)N([C@H](C)CO)C[C@H](C)[C@H](CN(C)Cc1ccccc1)OCCCC[C@@H](C)O2	25	·	9	13	-34	-12	-5	4
CN(C)c1ccc(CNC(=O)CN2C(=O)COc3ccc(S(=O)(=O)N4CCCC4)cc32)cc1	-1	6	-4	4	2	·	5	-2
CC(C)[C@H](NC(=O)OCc1ccccc1)C(=O)NCc1ccccc1	·	-2	·	-6	-3	-7	2	0
CC(=O)C(C(C)=O)c1cc(NS(=O)(=O)c2ccccc2)ccc1NS(=O)(=O)c1ccccc1	-1	·	-2	-2	-6	-6	3	0
COc1ccc(C(NC(=O)C2CCN(Cc3ccc(Oc4ccccc4)cc3)CC2)c2ccccn2)cc1 (stereo not given)	6	-3	-2	-19	22	4	·	-8
COc1ccc(CCNC(=O)COc2cc(O)c3c(c2)OC(C)(C)CC3=O)cc1OC	-4	-6	1	·	·	-18	2	·
Cc1noc(C)c1S(=O)(=O)Nc1ccc2c(c1)C(=O)N([C@H](C)CO)C[C@H](C)[C@@H](CN(C)C(=O)Nc1ccc(C(F)(F)F)cc1)OCCCC[C@H](C)O2	2	·	0	19	86*	6	7	-10
Cn1c(=O)c(=O)n(C)c2cc(S(=O)(=O)CCC(=O)Nc3c(F)c(F)c(F)c(F)c3F)ccc21	5	8	-4	6	2	-14	-3	20

Ordered by heavy-atom count (lowest first): three of the compounds above
SMILES	Cneo AK release	C2C12 statin	PglD DTNB	LGR2 antag	PAX8 inh HTS	PGC1a acetyl inh	ARNT TACC3 PPI	INS-1E GSIS act
COc1ccc(CCNC(=O)COc2cc(O)c3c(c2)OC(C)(C)CC3=O)cc1OC	-4	-6	1	·	·	-18	2	·
COc1ccc(C(C(=O)NC(C)(C)C)N(C(=O)CCC(=O)Nc2ccccn2)C2CCCCC2)cc1 (stereo not given)	-1	9	-1	11	1	·	·	-4
COc1ccc(C(NC(=O)C2CCN(Cc3ccc(Oc4ccccc4)cc3)CC2)c2ccccn2)cc1 (stereo not given)	6	-3	-2	-19	22	4	·	-8

Remaining list, next part.
SMILES	Cneo AK release	C2C12 statin	PglD DTNB	LGR2 antag	PAX8 inh HTS	PGC1a acetyl inh	ARNT TACC3 PPI	INS-1E GSIS act
COc1cccc(CN2CC(C(=O)NCCOc3ccccc3)CCC2=O)c1 (stereo not given)	1	4	8	-13	-1	2	5	-1
COc1ccc(NC(=O)C2C3C=CC4(O3)C2C(=O)N(CCCN2CCCCC2)C4C(=O)NC2CCCC(C)C2C)cc1 (stereo not given)	0	-10	0	19	7	1	·	-3
Cc1cn([C@H]2C[C@H](O)[C@@H](CNCc3ccc(-c4cc(Cl)ccc4C(F)(F)F)o3)O2)c(=O)[nH]c1=O	·	2	·	21	6	-11	·	-2
O=C1Nc2ccccc2C12OCCO2	0	15	-4	1	·	2	3	16
COc1ccc(OC)c(S(=O)(=O)Nc2c(C)cccc2C)c1	2	6	1	4	3	-5	-7	13
O=c1c2cc(NC(=S)N3CCC(N4CCCCC4)CC3)ccc2nc2n1CCCCC2	·	·	·	-41	2	22	4	-8
OC[C@H]1[C@@H](c2ccc(-c3ccc(F)cc3)cc2)[C@@H]2CN(Cc3ccncc3)CCCCN12	-1	4	2	-22	-2	-4	14	-14
Cc1ccc(Cn2c(=N)c(S(=O)(=O)c3ccc(C)cc3)cc3c(=O)n4ccccc4nc32)cc1	0	4	-4	4	1	·	22	2
c1ccc(-n2cnnc2SCc2nc3ccccc3s2)cc1	-2	6	-2	·	-103	0	-5	·
OCCC1CN(Cc2cn[nH]c2C2CCCCC2)CCN1Cc1ccccc1 (stereo not given)	5	1	2	8	21	-4	2	-1
CC1CC(C)CN(S(=O)(=O)c2ccc(C(=O)Nc3nnc(-c4cccs4)o3)cc2)C1 (stereo not given)	0	-26	0	·	·	10	26	·
Cc1ccc(-n2cc(-c3ccccc3)c3c(=O)[nH]cnc32)cc1	1	·	45*	-1	29	1	-9	33
CC1=C(C(N)=O)C(c2ccco2)C(C(N)=O)=C(C)N1	-1	-6	-5	·	13	8	26	·
OC1(C(F)(F)F)CC(c2ccc3ccccc3c2)=NO1 (stereo not given)	·	·	·	-5	-20	·	-1	25
C[C@@H]1CN([C@H](C)CO)S(=O)(=O)c2ccc(-c3ccncc3)cc2O[C@H]1CN(C)S(=O)(=O)c1ccccc1F	1	-27	3	-21	36	-1	4	-12
CC1=CC2=NC(=O)/C(=C\c3ccc(OC(=O)c4ccco4)cc3)C(=N)N2O1	·	4	·	33	-1	2	-4	6
O=C(CN1CCN(S(=O)(=O)c2ccc(Cl)cc2)CC1)NCc1cccs1	·	46	·	23	1	·	3	1
CC1CN(C(=O)CSc2nnc(-c3cccs3)n2N)CC(C)O1 (stereo not given)	5	13	-4	-14	2	0	·	-4
NC(=O)c1c(NC(=S)Nc2ccccc2)sc2c1CCCC2	0	6	-3	-30	12	7	-4	-6
O=C1C[C@@](C(=O)NCC(F)(F)F)(c2ccc([N+](=O)[O-])cc2)[C@@H](c2ccc(CO)cc2I)N1C1CCCCC1	0	·	5	·	4	·	11	·
Cc1ccc(N/N=C/c2ccc3c(c2)OCCO3)cc1Cl	·	·	·	-55	-77	·	4	3
CC(C)CC#Cc1cnc2c(c1)C(=O)N([C@H](C)CO)C[C@H](C)[C@@H](CN(C)C(=O)c1cccnc1)O2	0	-4	-3	5	·	-6	-5	3
COc1ccccc1NC(=S)Nc1ccccc1F	4	-11	3	·	·	3	-3	·
C[C@@H]1CCCCO[C@H](CN(C)C)[C@@H](C)CN([C@@H](C)CO)C(=O)c2cc(NC(=O)CCC(F)(F)F)ccc2O1	4	-20	3	5	-22	12	-1	5
CC(C)(C)[S@@](=O)N1Cc2cc(C(=O)NCCN3CCCCC3)nc(-c3cccc(-c4ccc(C#N)cc4)c3)c2[C@H]1CCO	53	-6	1	7	-17	-28	4	3
Continued.
SMILES	Cneo AK release	C2C12 statin	PglD DTNB	LGR2 antag	PAX8 inh HTS	PGC1a acetyl inh	ARNT TACC3 PPI	INS-1E GSIS act
C[C@@H]1CN([C@@H](C)CO)C(=O)c2cc(C#Cc3ccccc3)cnc2O[C@@H]1CN(C)C(=O)CN(C)C	1	0	2	-21	·	1	0	5
CO[C@@H]1CN(C)C(=O)c2ccc(NC(=O)c3nc4ccccc4s3)cc2OC[C@@H](C)N(Cc2ccncc2)C[C@H]1C	0	-20	-2	1	37	26	21	-35
c1ccc(CCCNc2ncnc3nc[nH]c23)cc1	-1	4	-1	9	-19	-5	-3	-2
COc1ccccc1N(C)S(=O)(=O)c1ccc(Cl)c(C(=O)Nc2cccc(C)n2)c1	·	·	·	-12	11	·	2	-1
Cc1ccc(N/N=C/c2cccnc2)cc1	10	·	6	-70	-27	·	5	-7
CO[C@H]1CN(C)C(=O)c2cc(NS(=O)(=O)c3cn(C)cn3)ccc2OC[C@H](C)N(CCC(F)(F)F)C[C@@H]1C	-3	3	-2	10	-6	-7	-11	-7
CC1=Nc2nc(N3CCCCC3)c(C#N)c3c4c(nc(c23)N1)N(c1ccc(C(C)C)cc1)C(=O)C4	2	·	-10	·	-2	·	-7	·
Cc1cc(C)c(NC(=O)CNC(=O)c2cc([N+](=O)[O-])ccc2N2CCOCC2)c(C)c1	·	·	·	2	6	·	1	-4
CN(C)c1ccc(NC(=O)Nc2ccc3c(c2)nnn3C)cc1	2	-8	-2	-39	-89	1	-4	-16

Molecules shown so far with a CF3 group:
SMILES	Cneo AK release	C2C12 statin	PglD DTNB	LGR2 antag	PAX8 inh HTS	PGC1a acetyl inh	ARNT TACC3 PPI	INS-1E GSIS act
C=CCNc1cc(C(F)(F)F)nc(-c2ccccn2)n1	5	-21	3	·	-11	8	-8	·
Cc1noc(C)c1S(=O)(=O)Nc1ccc2c(c1)C(=O)N([C@H](C)CO)C[C@H](C)[C@@H](CN(C)C(=O)Nc1ccc(C(F)(F)F)cc1)OCCCC[C@H](C)O2	2	·	0	19	86*	6	7	-10
Cc1cn([C@H]2C[C@H](O)[C@@H](CNCc3ccc(-c4cc(Cl)ccc4C(F)(F)F)o3)O2)c(=O)[nH]c1=O	·	2	·	21	6	-11	·	-2
OC1(C(F)(F)F)CC(c2ccc3ccccc3c2)=NO1 (stereo not given)	·	·	·	-5	-20	·	-1	25
O=C1C[C@@](C(=O)NCC(F)(F)F)(c2ccc([N+](=O)[O-])cc2)[C@@H](c2ccc(CO)cc2I)N1C1CCCCC1	0	·	5	·	4	·	11	·
C[C@@H]1CCCCO[C@H](CN(C)C)[C@@H](C)CN([C@@H](C)CO)C(=O)c2cc(NC(=O)CCC(F)(F)F)ccc2O1	4	-20	3	5	-22	12	-1	5
CO[C@H]1CN(C)C(=O)c2cc(NS(=O)(=O)c3cn(C)cn3)ccc2OC[C@H](C)N(CCC(F)(F)F)C[C@@H]1C	-3	3	-2	10	-6	-7	-11	-7
